High-throughput results as filed in PubChem.
USP1-UAF1 inh – blocks the human USP1/UAF1 deubiquitinase complex. O94782. recombinant USP1/UAF1, Ub-Rhodamine cleavage fluorescence. Potency, µM (top dose mostly 57.1 µM), without a hit: top-dose activity change, negative = inhibition, usual class: inhibitors. 390,000 compounds, 0.23% hits. AID 743255; further: potency means the concentration at half of the fitted maximal effect; on the % scale 0 is the no-effect control and ±100 the full control effect; nearly all actives have a fitted effect of over 60% in size; inactives centre near -12
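1 nM enzyme complex + cpd, 15 min RT; start with Ub-Rho 150nM final; kinetic fluorescence ex 480/em 540, 6 reads q60 s. Buffer 50mM HEPES pH 7.8, 0.5mM EDTA, 0.1 mg/ml BSA, 1mM TCEP, 0.01% Tween-20.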
TrxR1 inh – blocks rat thioredoxin reductase 1 | AID 588453 | Potency, µM (top dose mostly 114 µM), for inactives: at the top dose activity change, negative = inhibition, most hits filed as inhibitors | 390,000 compounds, 1% hits | O89049 | recombinant rTrxR1, NADPH fluorescence consumption, selenite substrate; further: potency means the concentration at half of the fitted maximal effect; on the % scale 0 is the no-effect control and ±100 the full control effect; nearly all actives have a fitted effect of over 65% in size
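Rat TrxR1 (90 nM in the dispensed reagent) was pre-reduced with 400 uM NADPH for 5 min at room temperature, then incubated with compound for 15 min. After 400 uM selenite was added, NADPH fluorescence (Ex 340/Em 450 nm) was followed for 8 min.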
RGS4 inhibitor – blocks human RGS4-accelerated GTP hydrolysis | P49798 | Transcreener GDP fluorescence polarization, RGS4-accelerated GTP hydrolysis | Potency, µM (series often up to 114 µM), without a hit: at the top dose activity change, negative = inhibition, actives largely listed as inhibitors | 390,000 compounds, 0.039% hits | AID 504845; further: potency means the concentration at half of the fitted maximal effect; on the % scale 0 is the no-effect control and ±100 the full control effect; nearly all actives have a fitted effect of over 75% in size; some results filed as inactive show a strong effect at the top dose
Target sequence (P49798 whole entry, looked up): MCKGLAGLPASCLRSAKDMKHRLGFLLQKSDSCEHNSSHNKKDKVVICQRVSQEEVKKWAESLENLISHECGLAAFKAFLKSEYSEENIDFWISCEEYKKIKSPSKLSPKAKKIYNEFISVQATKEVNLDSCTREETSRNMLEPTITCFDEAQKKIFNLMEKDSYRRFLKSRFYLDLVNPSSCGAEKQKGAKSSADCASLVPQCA
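MLSMR compounds (23 nl, pin-transferred) preincubated 10 min at room temperature with a 500nM (2x) first reagent, then RGS4 at 900nM (2x) plus Transcreener GDP mix added; fluorescence polarization (620/688 nm) read before and after 90 min at 30 °C.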
Vif-APOBEC3F blk – inhibitors of Vif-A3F interaction; HeLa A3F-eYFP + Vif (tagged APOBEC3F with the HIV-1 protein that degrades it), YFP fluorescence increase; Potency, µM (titrated, usually from 46.1 µM), without a hit: at the highest dose activity, negative = active; 390,000 compounds, 0.2% hits; AID 602313; further: potency means the concentration at half of the fitted maximal effect; % of control where 0% means no effect; nearly all actives have a fitted effect of over 65% in size
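HeLa cells stably expressing A3F-eYFP plus Vif, plated and incubated overnight at 37 deg C, then exposed to compounds overnight at 37 deg C. Blocked degradation read as raised yellow fluorescence (Ex 488/Em 500-530).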
GRP78 ERSR act – induces the endoplasmic reticulum stress response in human glioma cells. 420,000 compounds, 0.02% hits. U87-MG GRP78 promoter luciferase reporter, 16 h. Potency, µM, without a hit: at the highest dose activation, hits mostly activators; further: potency means the concentration at half of the fitted maximal effect; series mostly up to about 76 µM; % of control where 0% means no effect; nearly all actives have a fitted effect of over 35% in size
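ERSR induction read as luciferase luminescence (Bright-Glo, 10 min at room temperature) in stably transfected human U87-MG glioma cells exposed to compounds for 16 h, using GRP78 as sensor.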
IDH1 R132H inh – human IDH1 R132H inhibition; O75874; IDH1-R132H enzyme, NADPH consumption, diaphorase/resazurin fluorescence; Potency, µM (doses to about 76.6 µM), for the others: top-dose activity change, negative = inhibition, usual class: inhibitors; 390,000 compounds, 0.093% hits; AID 602179; further: potency means the concentration at half of the fitted maximal effect; on the % scale 0 is the no-effect control and ±100 the full control effect; nearly all actives have a fitted effect of over 65% in size
Target sequence (O75874 whole entry R132H, stated change not applied): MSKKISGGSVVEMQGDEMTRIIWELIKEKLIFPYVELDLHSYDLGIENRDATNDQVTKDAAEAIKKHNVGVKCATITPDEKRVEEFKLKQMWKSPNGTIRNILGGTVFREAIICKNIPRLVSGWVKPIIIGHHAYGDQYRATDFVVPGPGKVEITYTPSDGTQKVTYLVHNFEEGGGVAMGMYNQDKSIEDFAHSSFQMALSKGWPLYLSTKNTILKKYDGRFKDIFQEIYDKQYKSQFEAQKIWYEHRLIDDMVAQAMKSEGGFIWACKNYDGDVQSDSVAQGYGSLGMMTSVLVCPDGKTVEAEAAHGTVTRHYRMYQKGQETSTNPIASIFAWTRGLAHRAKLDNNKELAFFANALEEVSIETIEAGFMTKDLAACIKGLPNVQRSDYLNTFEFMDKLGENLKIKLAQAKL
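IDH1-R132H (0.5 ug/mL dispensed) in pH 7.5 Tris buffer was preincubated 30 min with compound, then given a substrate mix of 0.016 mM NADPH and 2 mM alpha-KG for 80 min at room temperature; remaining NADPH was read by diaphorase/resazurin fluorescence.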
TrxR1 substrate – substrates of rat thioredoxin reductase 1. 390,000 compounds, 0.01% hits. purified TrxR1 substrate turnover, NADPH consumption readout. Potency, µM (doses to about 114 µM), for inactives: at the top dose activity change, negative = substrate turnover. O89049; further: potency means the concentration at half of the fitted maximal effect; on the % scale 0 is the no-effect control and ±100 the full control effect; nearly all actives have a fitted effect of over 50% in size
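Rat TrxR1, dispensed at 90 nM, was prereduced with 400 uM NADPH (final) for 5 min at ~22 deg C, then incubated with compound 15 min before 400 uM selenite. A first-read NADPH fluorescence drop versus no-compound background flagged substrates.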
LDHA inh – inhibitors of human lactate dehydrogenase A | purified LDHA, NADH/diaphorase-resazurin fluorescence; active compounds read low | activity change, % (values are at about 110 or 230 µM) | 480,000 compounds, 0.15% hits | AID 1347041; in the data active means activity change below about -30%; inconclusive means mostly about -25% to -30%;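 further: plate controls were DMSO wells for no effect and wells without enzyme for full effect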
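Human LDH5 at 2 nM final in Tris HCl pH 7.4 with 0.06 mM NADH and 0.2 mM pyruvate, reacted 5 minutes at room temperature. Remaining NADH coupled via diaphorase/resazurin; resorufin fluorescence read at 0 and 20 minutes, normalized to enzyme-free and DMSO wells.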
Vif-APOBEC3G blk – inhibitors of Vif-APOBEC3G interaction. Potency, µM (series often up to 46.1 µM), for the others: top-dose activity, negative = active, usual class: inhibitors. HeLa A3G-eYFP + Vif (tagged APOBEC3G with the HIV-1 protein that degrades it), YFP fluorescence, overnight. 410,000 compounds, 0.076% hits. Q9HC16;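 further: potency means the concentration at half of the fitted maximal effect; on the % scale 0 is the no-effect control and ±100 the full control effect; nearly all actives have a fitted effect of over 60% in size; hits raise eYFP signal because A3G escapes Vif-driven loss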
Target sequence (Q9HC16 whole entry, looked up): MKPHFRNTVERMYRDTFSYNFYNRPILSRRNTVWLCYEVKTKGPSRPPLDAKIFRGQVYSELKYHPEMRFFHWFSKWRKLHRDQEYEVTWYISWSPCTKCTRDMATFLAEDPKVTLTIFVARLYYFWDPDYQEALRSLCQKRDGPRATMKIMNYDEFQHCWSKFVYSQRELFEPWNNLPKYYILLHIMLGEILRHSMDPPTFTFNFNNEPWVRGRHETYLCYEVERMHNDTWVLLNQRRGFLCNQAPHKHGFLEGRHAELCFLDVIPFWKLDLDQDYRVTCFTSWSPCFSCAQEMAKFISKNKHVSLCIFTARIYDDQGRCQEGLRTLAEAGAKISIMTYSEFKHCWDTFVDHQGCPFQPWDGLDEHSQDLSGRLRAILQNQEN
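Read-out is eYFP fluorescence (Ex 488/Em 500-530) from Vif-expressing HeLa A3G-eYFP cells; more signal means A3G escaped Vif-mediated degradation. Cells plated overnight, compound pinned in, incubated overnight at 37 deg C.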
Active calls of the source: *; ? = inconclusive; & = joins results of further samples; [ ] = another dose, or the depositor's remark. Unless noted, the call rests on the fitted dose curve; in most records, active means well fitted curve in the direction sought with a large enough effect; inconclusive means small, poorly fitted or top-dose-only effect, or another doubt; inactive means no such curve, though single readings can be large; an effect the other way counts as inactive or inconclusive. Not all compounds are listed, so the mix of outcomes need not match the whole.

Sample of the layout, 3 compounds:
SMILES	USP1-UAF1 inh	TrxR1 inh	RGS4 inhibitor	Vif-APOBEC3F blk	GRP78 ERSR act	IDH1 R132H inh	TrxR1 substrate	LDHA inh	Vif-APOBEC3G blk
O=c1[nH]c(N/N=C\c2ccc3c(c2)OCO3)nc2ccccc12	-10%	14%	-39%	1%	-7%	9%	-3%	4	-4%
CCN1CCN(C(=O)c2ccc3c(c2)N(Cc2cc(C)ccc2C)C(=O)c2ccccc2S3=O)CC1 (stereo not given)	-17%	24%	-13%	1%	-2%	10%	1%	-8	0%
CCOc1ccccc1CNS(=O)(=O)c1cc(-c2onc(C)c2C)ccc1OC	?	2%[57.1 µM]	7%	0%	-2%	16%	-2%[57.1 µM]	0	3%

The whole of this part (from the top)
SMILES	USP1-UAF1 inh	TrxR1 inh	RGS4 inhibitor	Vif-APOBEC3F blk	GRP78 ERSR act	IDH1 R132H inh	TrxR1 substrate	LDHA inh	Vif-APOBEC3G blk
O=c1[nH]c(N/N=C\c2ccc3c(c2)OCO3)nc2ccccc12	-10%	14%	-39%	1%	-7%	9%	-3%	4	-4%
CCN1CCN(C(=O)c2ccc3c(c2)N(Cc2cc(C)ccc2C)C(=O)c2ccccc2S3=O)CC1 (stereo not given)	-17%	24%	-13%	1%	-2%	10%	1%	-8	0%
CCOc1ccccc1CNS(=O)(=O)c1cc(-c2onc(C)c2C)ccc1OC	?	2%[57.1 µM]	7%	0%	-2%	16%	-2%[57.1 µM]	0	3%
COc1ccc(Nc2sc(C(=O)c3ccc(Cl)cc3)c(N)c2C(=O)Nc2ccccc2OC)cc1	-12%	-22%	-36%	2%	?	-5%	-5%	0	-7%
Cc1ccc2nc(COc3ccccc3NC(=O)Nc3ccc(F)c(Cl)c3)cc(=O)n2c1	-24%	33%[57.1 µM]	-4%	-9%	-2%	-11%	6%[57.1 µM]	-3	-1%
CCC(Oc1ccccc1)C(=O)Nc1ccccc1C(=O)N1CCOCC1 (stereo not given)	2%	11%	-13%	4%	-3%	6%	3%	-5	-4%
Cc1c(C)c2ccc(OCC(=O)N[C@@H](Cc3c[nH]c4ccccc34)C(=O)O)cc2oc1=O	-18%	-1%	-15%	0%	-2%	-10%	-1%	-4	0%
O=C(Nc1nnc(N2CCCCCC2)s1)Nc1cc(F)ccc1F	0%	12%	25%	-3%	-2%	6%	-3%	-8	0%
CCN(CC)c1ccc(C(=O)NCc2ccc3c(c2)CCN3C(=O)c2cccc(C)c2)cc1	-12%	17%[57.1 µM]	-22%	4%	-1%	-15%	-2%[57.1 µM]	4	1%
CCn1c(C)cc2c(c1=O)C(c1ccccc1)C(C(=O)OC)=C(N)O2 (stereo not given)	-7%	-12%	-14%	-6%	-1%	1%	1%	-2	0%
N#Cc1ccccc1Sc1ccccc1C(=O)NCC(c1ccco1)N1CCCC1 (stereo not given)	-22%	12%	-46%	-16%	-4%	0%	1%	-2	0%
C[C@@H](C(=O)Nc1ccc(OC(F)F)c(Cl)c1)N1C(=O)C2CC=CCC2C1=O (stereo not given in full)	-19%	4%	20%	-12%	-4%	11%	1%	8	-1%
CC(=O)Nc1ccc(S(=O)(=O)N(C)CC(=O)OCC(=O)N2CC(C)OC(C)C2)cc1 (stereo not given)	-1%	-21%	5%	-35%	0%	-7%	-7%[57.1 µM]	-13	3%
COc1ccc(CNC(=O)[C@@H](NC(=O)C2CCN(S(=O)(=O)c3ccc(C)cc3)CC2)C(C)C)cc1OC	-16%	16%	-25%	2%	-1%	-1%	4%	-3	2%
CSc1ccc(Cl)c(C(=O)OCC(=O)N(C)CCC#N)c1	-25%	25%	-7%	1%	0%	2%	7%	-7	13%
C=CCN1C(=O)CSC1=Nc1ccc(C(=O)O)cc1	-16%	-2%	1%	-5%	-2%	-5%	1%	-3	-4%
COC(=O)c1cc2sc(Cl)cc2n1CC(=O)Nc1cc(C)cc(C)c1	-11%	27%	1%	-14%	-2%	-17%	21%	-10	0%
Cc1cccc(NC(=O)CN(C)C(=O)c2ccc3ccccc3n2)c1C	-15%	-8%	-12%	?	4%	4%	-5%	2	-3%
CCOc1ccc(CC(=O)NNC(=S)NC)cc1Br	-11%	1%[57.1 µM]	6%	2%	-3%	3%	8%[57.1 µM]	-5	-2%
CCOC(=O)c1ccc(NC(=O)C(CC)Sc2nc3ncccc3[nH]2)cc1 (stereo not given)	-13%	6%	9%	-8%	1%	-9%	-7%	5	-4%
Cc1ccc(C(C(=O)NC(C)(C)C)N(CC2CCCO2)C(=O)Cn2nnc(-c3ccc(C)o3)n2)cc1 (stereo not given)	-13%	23%	14%	0%	0%	-1%	4%	-1	0%
O=C(CCCN1C(=O)/C(=C/c2ccccc2)SC1=S)Nc1ccc(O)cc1	-20%	-4%	5%	5%	-7%	6%	-4%	-1	-1%
COc1ccc(N(C(C)C(=O)N/N=C/c2ccc(OC)c(OC)c2)S(C)(=O)=O)cc1 (stereo not given)	-16%	-3%	-12%[11.4 µM]	-8%	-1%	-5%	-11%	0	1%
CCCCOc1ccc(C(=O)NCC(=O)NCC(c2ccco2)N2CCCCC2)cc1 (stereo not given)	-16%	-5%	-16%	1%	-3%	9%	-1%	4	3%
COc1cc(CN(CC2CCCO2)C(=O)c2ccccc2F)cc(OC)c1OC (stereo not given)	5%	13%	-3%	-4%	-2%	-2%	-1%	0	-2%
CCOc1ccc(C2/C(=C(\O)c3ccc4c(c3)OCCO4)C(=O)C(=O)N2CCN2CCOCC2)cc1OCC (stereo not given)	-22%	-34%	-7%[56.9 µM]	1%	-2%	4%	-20%	-1	3%
CN(CC(=O)Nc1ccccc1Br)C(=O)c1ccc(COc2ccccc2)cc1	-12%	-13%	1%	3%	-1%	2%	-10%	3	2%
CC1(C)CC2CC(C)(CN2C(=O)C23CCC(C)(C(=O)O2)C3(C)C)C1 (stereo not given)	-9%	9%	-5%	-15%	-5%	11%	6%	-6	-1%
CN(C(=O)c1ccc(-c2nn(C)c(=O)c3ccccc23)cc1)c1ccccc1	-20%	7%	15%	0%	1%	-3%	4%	-3&0	-2%
Cc1c(/C=C(\C#N)C(=O)NCc2ccccc2)cc(C#N)n1C	5%	20%	7%	-9%	-2%	1%	77%[activator]	-10	1%
CC(=O)Nc1ccc(NC(=O)C(C)OC(=O)CCN=C2NS(=O)(=O)c3ccccc32)cc1 (stereo not given)	-14%	-6%	18%	2%	-3%	2%	-4%	-6	-2%
O=C(Cc1ccc(S(=O)(=O)N2CCOCC2)s1)NCC1CCCCC1	-7%	3%[57.1 µM]	7%	-1%	0%	0%	2%[57.1 µM]	-6	-5%
COc1ccc(OCCNC(=O)CCCO)cc1	-5%	12%	6%	-1%	2%	13%	8%	2	-3%
O=C(CN1C(=O)c2ccccc2C1=O)Nc1ccc(S(=O)(=O)N2CCOCC2)cc1	-23%	3%	-5%	4%	0%	-10%	-6%	-18	-4%
Cn1cccc1C(=O)NC(=O)CSc1nc2ccccc2s1	-14%	-19%[57.1 µM]	-42%	-3%	-3%	11%	16%[57.1 µM]	0	1%
N/C(=N\OC(=O)/C=C/c1ccccc1)c1ccc(Cl)cc1	2%	16%[57.1 µM]	-3%	2%	7%	-4%	0%[57.1 µM]	-15	-6%
COc1cc(NC(=O)N2CCC(CN3CCc4ccccc4C3)CC2)cc(OC)c1	-22%	6%	24%	5%	-1%	-14%	-6%	-4	2%
CCNc1nc(N)nc(Oc2ccc(OCc3ccccc3)nn2)n1	-13%	22%[57.1 µM]	-21%	-1%	3%	3%	11%[57.1 µM]	-2	1%
Cc1nnc(NC(=O)C(C)Sc2nnc(CCNC(=O)c3ccccc3F)n2C)s1 (stereo not given)	-16%	6%[57.1 µM]	4%	-11%	-4%	-8%	4%[57.1 µM]	-5	-5%
COCCN1CN=C(Nc2nc3ccccc3s2)NC1	-20%	6%[57.1 µM]	-23%	-2%	3%	-3%	4%[57.1 µM]	-6	0%
CC(=O)c1ccccn1	-18%	10%[57.1 µM]	-2%	-3%	-2%	18%	7%[57.1 µM]	-3	1%
CCN(c1ccccc1)S(=O)(=O)c1ccc(OC)c(NC(=O)Cc2ccccc2OC)c1	-22%	18%	-9%	1%	-1%	3%	-1%	3	-4%
O=C(N/N=C/c1cccc(OCc2ccccc2)c1)c1cccs1	-12%	-8%	-22%	0%	-3%	2%	-4%	0	0%
C/C(N)=C(/C#N)C(=O)COC(=O)c1ccncc1	-14%	-2%	32%	-14%	-8%	6%	-1%	2	-9%
Cc1cc(Br)cc(C)c1NC(=O)c1cnc2ccccn2c1=O	-22%	4%	15%	3%	2%	-14%	-9%	-1	-12%
O=C(c1ccc(Cl)c(S(=O)(=O)N2CCOCC2)c1)N1CCN(Cc2ccccc2)CC1	-10%	-53%[57.1 µM]	-13%[11.4 µM]	-11%	-4%	6%	7%[11.4 µM]	-3	5%
Cc1cc(C)cc(N2C(N)=NC(N)=NC2c2cccc(Cl)c2)c1 (stereo not given)	-7%	16%	-5%	-1%	-5%	4%	2%	-3	-1%
